High-throughput results: PubChem BioAssay, Broad Institute
AID1053144 – Wnt/beta-catenin signaling activators, dose response, cell-based, iPS-derived NPC, luciferase, Wnt3a, cherry-pick (AID 1053144); NPC TCF/LEF luciferase reporter, Wnt3a EC25, 24 h; AC30 in µM for hits, for the others activation, % at the top dose, mostly 26 µM; 4.8% of 3,400 active;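 active = fitted curve reaches 30% activation at a concentration no higher than the top valid tested dose, luminescence rising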;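 also: wnt3a stimulus is conditioned medium from Wnt3a-transfected mouse L cells at 5% in well; 0% = neutral control wells and 100% = CHIR-99021 positive control wells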
* = called active by the depositor. Some of the compounds tested, so the mix of outcomes need not match the whole.

SMILES | AID1053144
CCOc1ccc(C2CC(c3c(O)n(C)c(=O)n(C)c3=O)=NN2)cc1 (centres undefined) | 1.6%
CN1C(=O)/C(=C\c2ccc(N3CCCCC3)o2)C(=O)NC1=S | 16.4%
Cc1cc(C(=O)Nc2ccccc2)nn1C(C)(C)C | 13.8%

Gathered by group, the compounds so far containing nitrogen in an aromatic ring
SMILES | AID1053144
CCOc1ccc(C2CC(c3c(O)n(C)c(=O)n(C)c3=O)=NN2)cc1 (centres undefined) | 1.6%
Cc1cc(C(=O)Nc2ccccc2)nn1C(C)(C)C | 13.8%
